Screening results as filed in PubChem BioAssay.
mIAP inh – blocks mouse intestinal alkaline phosphatase; purified mouse IAP, CDP-Star luminescence, 30 min; inhibition, % at 10 µM; 330,000 tested, 0.2% active; AID 2806;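 active means inhibition of at least 40% at 10 µM in the primary screen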;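 further: plate controls were DMSO with enzyme for no effect and no enzyme wells for full effect; values of inactives mirror those of a sister screen read the other way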
MPTP inh – inhibitors of mitochondrial permeability transition pore. isolated mouse mitochondria, Ca2+ swelling absorbance, 30 min. inhibition, % at 10 µM. 360,000 tested, 1.4% active. AID 602449;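 active means inhibition of 50% or more, scaled per plate between neutral and stimulator controls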;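 further: 0% = DMSO wells given calcium and 100% = 1 mM EGTA wells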
APOBEC3A inh – inhibitors of human APOBEC3A DNA deaminase; P31941; recombinant A3A, FAM/TAMRA ssDNA deamination fluorescence; inhibition, % at 20 µM; 330,000 tested, 0.41% active; AID 493011;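 active means at least 40% inhibition at 20 µM here, with at most 30% in a related deaminase screen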;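 further: plate controls were A3A with DMSO for no effect and wells lacking A3A enzyme for full effect; some results filed as inactive read as strong as hits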
Target sequence (P31941 whole entry, looked up): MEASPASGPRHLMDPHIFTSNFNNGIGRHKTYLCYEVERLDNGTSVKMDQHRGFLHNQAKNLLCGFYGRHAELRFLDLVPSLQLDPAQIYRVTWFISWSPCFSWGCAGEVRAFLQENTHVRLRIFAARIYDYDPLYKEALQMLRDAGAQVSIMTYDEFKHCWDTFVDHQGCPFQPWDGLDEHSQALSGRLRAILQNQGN
MIN6 prolif – induces beta-cell replication in MIN6 cells | proliferation, % at 10 µM | 330,000 tested, 0.29% active | AID 2380 | MIN6 cells proliferation, ATPlite luminescence, 48 h; cells starved in 0.2% serum; 100% = growth in 10% serum;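 active means compounds whose signal lies at least 3.5 SD above the mean of all wells on their plate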;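 further: 0% = DMSO-treated cells in low-serum medium and 100% = 10% serum control; some compounds called inactive have numbers as strong as hits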
GRIN3A LBD mod – modulators (binders) of human NR3A ligand-binding domain; NR3A LBD differential scanning fluorimetry, Tm shift; 0% = protein alone, 100% = glycine-bound protein; 340,000 tested, 2.5% active; AID 1259313; Tm shift relative to glycine control, % at 25 µM;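 active means melting temperature shift of at least 10% of the positive control shift, at one fixed dose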
APOBEC3G inh – blocks human APOBEC3G single-stranded DNA deamination. recombinant A3G, ssDNA deamination FAM/TAMRA fluorescence. 330,000 tested, 0.28% active. AID 493012. Q9HC16. inhibition, % at 20 µM;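 active means inhibition of at least 40% at 20 µM, with no more than 30% in the related APOBEC3A deaminase screen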;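 further: plate controls were DMSO wells with A3G for no effect and wells lacking A3G enzyme for full effect; some compounds called inactive have numbers as strong as hits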
Target sequence (Q9HC16 whole entry, looked up): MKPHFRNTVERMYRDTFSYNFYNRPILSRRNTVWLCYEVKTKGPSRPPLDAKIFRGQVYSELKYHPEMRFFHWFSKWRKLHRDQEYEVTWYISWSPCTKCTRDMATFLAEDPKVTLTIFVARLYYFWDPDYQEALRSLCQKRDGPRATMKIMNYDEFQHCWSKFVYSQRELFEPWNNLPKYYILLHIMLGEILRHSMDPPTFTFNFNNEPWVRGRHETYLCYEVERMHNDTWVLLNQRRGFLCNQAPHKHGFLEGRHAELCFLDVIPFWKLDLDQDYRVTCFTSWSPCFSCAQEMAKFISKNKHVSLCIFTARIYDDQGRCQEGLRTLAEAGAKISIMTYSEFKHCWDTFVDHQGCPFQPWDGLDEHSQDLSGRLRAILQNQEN
mIAP activ – mouse IAP activation | muIAP, CDP-Star luminescence, 30 min; active compounds read high; 1 = vehicle-only enzyme signal, 0 = enzyme-free wells | activation factor at 10 µM | 330,000 tested, 0.24% active | AID 2805;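 active means activation factor of at least 2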; further: the source names both 10 and 20 µM as test concentration; values of inactives mirror those of a sister screen read the other way
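Assay system: mouse IAP enzyme; Reagent: CDP-Star chemiluminescent phosphatase substrate; Compound: DMSO-dissolved test compounds; Incubation: 30 min, room temperature; Technique: luminescence from enzymatic CDP-Star hydrolysis; Controls: DMSO-only wells and no-enzyme negative control.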
hIAP act – increases human intestinal alkaline phosphatase activity; 330,000 tested, 0.16% active; activation factor at 10 µM; P09923; purified human IAP, CDP-Star luminescence, 30 min; active compounds read high; 1 = vehicle-only enzyme, 0 = enzyme-free background;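 active means activation factor of the enzyme at least 2-fold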; further: the source names both 10 and 20 µM as test concentration; values of inactives mirror those of a sister screen read the other way
Target sequence (P09923 whole entry, looked up): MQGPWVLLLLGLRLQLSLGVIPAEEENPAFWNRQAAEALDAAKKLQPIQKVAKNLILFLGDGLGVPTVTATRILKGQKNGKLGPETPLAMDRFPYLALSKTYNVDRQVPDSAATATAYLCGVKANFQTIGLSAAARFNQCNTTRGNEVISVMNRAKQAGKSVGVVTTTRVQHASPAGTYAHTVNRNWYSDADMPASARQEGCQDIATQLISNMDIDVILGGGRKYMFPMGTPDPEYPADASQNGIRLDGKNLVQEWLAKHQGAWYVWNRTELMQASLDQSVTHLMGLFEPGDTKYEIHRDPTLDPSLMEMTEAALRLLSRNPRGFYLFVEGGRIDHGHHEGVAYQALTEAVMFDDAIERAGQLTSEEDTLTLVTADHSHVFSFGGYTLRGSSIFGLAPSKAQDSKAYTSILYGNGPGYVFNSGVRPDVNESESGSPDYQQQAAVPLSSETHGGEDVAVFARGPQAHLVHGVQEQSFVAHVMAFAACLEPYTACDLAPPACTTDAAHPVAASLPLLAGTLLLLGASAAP
hIAP block – human IAP inhibition. inhibition, % at 10 µM. 330,000 tested, 0.12% active. P09923. purified IAP, CDP-Star luminescence, 30 min;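 active means inhibition reaching a set limit with compound at 10 µM in the primary screen, cut at about 35% in these data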;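 further: plate controls were DMSO wells with enzyme for no effect and no-enzyme buffer wells for full effect; values of inactives mirror those of a sister screen read the other way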
* = called active by the depositor; i = inactive; . = no result given.

SMILES	mIAP inh	MPTP inh	APOBEC3A inh	MIN6 prolif	GRIN3A LBD mod	APOBEC3G inh	mIAP activ	hIAP act	hIAP block
Cc1ccc(Sc2cc(N3CCOCC3)nc(-c3ccccc3)n2)cc1	4	-2.0	-3	-6	1	-5	0.96	1	0
CCOc1ccccc1NC(=O)N1CCCC1C(=O)Nc1ccc(-n2cnnn2)c(C)c1 (stereo unspecified)	-4	-1.0	-4	0	0	-6	1	0.98	2
CSc1ccc(S(=O)(=O)NCCCOC(C)C)cc1	3	-0.6	1	4	-1	-4	0.97	1.1	-12
COc1ccc(NC(=O)C(c2ccccc2)N(C)C(=O)c2ccc(=O)[nH]c2)cc1 (stereo unspecified)	-8	0.6	4	0	1	-6	1.1	1.3	-27
Cc1cc(C)n(S(=O)(=O)c2ccc(C)c(C)c2C)n1	-8	1.3	-4	-2	3	-2	1.1	1.1	-10
CC(=O)N(O)CCCCCNC(=O)CCC(=O)N(O)CCCCCNC(=O)CCC(=O)N(O)CCCCCNC(=O)CCC(=O)O	-8	-2.9	-3	.	1	-3	1.1	.	.
Cc1ccc(Cn2nc(C)cc2C(=O)Nc2ccccc2Cl)cc1	10	-0.5	-2	0	4	-7	0.9	0.91	9
CNC(=S)N(CCc1c(C)[nH]c2ccc(F)cc12)Cc1cccnc1	-2	-0.4	-1	-2	0	-1	1	0.97	3
CCOc1ccc(C2NC(=S)NC3=C2CCc2ccccc23)cc1 (stereo unspecified)	2	4.4	-4	-4	2	-10	0.98	1	0
CC1CCCN(S(=O)(=O)c2ccc3c(c2)CCN3C(=O)C2CCC2)C1 (stereo unspecified)	3	0.4	3	-1	1	-1	0.97	50*	i
O=S(=O)(c1ccccc1)c1nc(-c2cccs2)oc1NCc1cccnc1	0	0.0	3	-2	0	4	1	1.1	-10
COc1ccc(-c2noc3c2-c2nc(-c4cccc(C)c4)sc2CC3)cc1	11	2.8	5	-2	0	2	0.89	0.77	23
O=C(c1cccc(N2C(=O)C3C4C=CC(C4)C3C2=O)c1)N1CCN(c2ccccc2F)CC1 (stereo unspecified)	-8	-1.9	-4	-1	2	-7	1.1	1.3	-26
Cc1nc2ccccc2c2oc(C(=O)Nc3ccc4c(c3)OCCO4)cc12	6	0.2	-1	-1	-3	-2	0.94	0.84	16
C=CCn1c(SCC(=O)c2c(N)n(C)c(=O)n(C)c2=O)nnc1-c1ccccc1F	0	0.2	-1	-2	-3	-8	1	1	-2
CCOC(=O)c1ccccc1N/C=C1\CCCCC1=O	-7	1.8	-5	-2	-4	-1	1.1	0.95	5
O=C(NC1CCCC1)c1ccc(CSc2nc3ccncc3n2Cc2ccc(F)cc2)cc1	14	0.1	4	-5	-2	3	0.85	1	-4
N#CC(c1ccccc1)N(CCCCl)C(=O)c1ccc(Br)cc1 (stereo unspecified)	2	11	-3	4	0	-11	0.98	0.98	2
COc1cccc2sc(Nc3nc(C)c(C(C)=O)s3)nc12	17	2.8	-4	-6	-9	-5	0.83	0.93	7
O=C(Cc1c[nH]c2ccccc12)Nc1ccc(N2CCOCC2)cc1	-7	-0.1	0	0	0	3	1.1	1.2	-16
C#CCOCCOCCOCCNc1nc(N2CCN(C(=O)Cn3cc(CCCN=C(N)N)nn3)CC2)nc(N2CCN(C(=O)[C@H]([C@@H](C)CC)n3cc(CCCCN)nn3)CC2)n1	-6	-1.4	-3	-3	7	-5	1.1	0.92	8
Cc1ccccc1OCC(=O)Nc1ccccc1-c1ccccc1NC(=O)COc1ccccc1C	-5	3.3	0	-6	-3	-6	1	1	-5
CCCNC(=O)C(=O)Nc1ccc(N(C)C)cc1	5	-0.5	4	0	0	-1	0.95	1	-2
COC(=O)c1ccc(COc2cccc(C)c2C)cc1	1	0.5	-4	1	5	-5	0.99	0.95	5
Cc1nn(CC(=O)NCc2ccc(Cl)cc2)c(C)c1[N+](=O)[O-]	-1	0.0	0	0	-9	-10	1	0.99	1
O=C(Nc1ccccc1)c1cccc(N2C(=O)C3C4CC(C(Br)C4Br)C3C2=O)c1 (stereo unspecified)	6	0.5	-5	2	10	-8	0.94	1.2	-21
CC(C)(C)OC(=O)N1C[C@H](O)C[C@H]1C(=O)OCC(=O)c1ccc([N+](=O)[O-])cc1	2	-0.7	-8	0	1	-5	0.98	1	-2
COc1ccc(NC(=O)CSc2n[nH]c(-c3ccncc3)n2)c([N+](=O)[O-])c1	7	0.6	1	0	1	-4	0.93	0.86	14
Cc1ccc(NS(=O)(=O)c2cc(C(=O)N3CCOCC3)ccc2C)cc1	4	-0.9	-5	0	0	-7	0.96	0.91	9
Cc1ccc(CCNC(=O)c2ccc(CS(=O)(=O)Cc3ccc(F)cc3)o2)cc1	6	-0.7	-6	-2	2	-3	0.94	1.2	-17
CCCCc1ccc(S(=O)(=O)N2CCN(C(=O)c3ccco3)CC2)cc1	-6	4.1	-7	0	-1	-10	1.1	1.4	-42
CCn1nc(C)cc1C(=O)N1CCCC(CCC(=O)NCc2ccccc2F)C1 (stereo unspecified)	2	0.6	8	-4	-2	-12	0.97	1.2	-23
O=C(CCC(=O)N1CCN(c2ccccc2)CC1)Nc1nnc(C2CCCCC2)s1	14	1.8	-3	0	-1	-6	0.86	1.1	-14
COC(=O)NCC(c1cccnc1)N1CCN(c2ccccc2)CC1 (stereo unspecified)	12	0.1	-2	2	3	-1	0.89	1.1	-6
CC(C)CN(C(=O)CSc1nn(-c2ccc(Cl)cc2)c(=S)s1)C1CCS(=O)(=O)C1 (stereo unspecified)	6	1.9	3	0	0	3	0.94	0.9	10
Nc1ccc2nc(-c3ccccc3)c(-c3ccccc3)nc2c1	13	3.0	-8	-4	-2	-4	0.87	1	0

Looked up by compound from the list above:
SMILES	mIAP inh	MPTP inh	APOBEC3A inh	MIN6 prolif	GRIN3A LBD mod	APOBEC3G inh	mIAP activ	hIAP act	hIAP block
Cc1ccc(Sc2cc(N3CCOCC3)nc(-c3ccccc3)n2)cc1	4	-2.0	-3	-6	1	-5	0.96	1	0
CC(C)(C)OC(=O)N1C[C@H](O)C[C@H]1C(=O)OCC(=O)c1ccc([N+](=O)[O-])cc1	2	-0.7	-8	0	1	-5	0.98	1	-2
COc1ccc(-c2noc3c2-c2nc(-c4cccc(C)c4)sc2CC3)cc1	11	2.8	5	-2	0	2	0.89	0.77	23
Cc1nn(CC(=O)NCc2ccc(Cl)cc2)c(C)c1[N+](=O)[O-]	-1	0.0	0	0	-9	-10	1	0.99	1
CCOc1ccc(C2NC(=S)NC3=C2CCc2ccccc23)cc1 (stereo unspecified)	2	4.4	-4	-4	2	-10	0.98	1	0

(further entries)
SMILES	mIAP inh	MPTP inh	APOBEC3A inh	MIN6 prolif	GRIN3A LBD mod	APOBEC3G inh	mIAP activ	hIAP act	hIAP block
CCC(=O)Nc1nc2ccccc2n1CCN(C)C	-10	-2.1	4	1	-1	2	1.1	1.1	-12
COc1cc(/C=N\NC(=O)C2C(=O)NCC2c2ccccc2)cc(OC)c1O (stereo unspecified)	11	-1.4	-2	-2	-1	-1	0.89	0.91	9
Cc1cc(N(C)NC(=S)Nc2ccccc2)nc(C)n1	-13	20	-5	-1	-7	-7	1.1	0.88	12
CN(Cc1cccc(F)c1)C(=O)CN1C(=O)NC2(CCc3ccccc32)C1=O (stereo unspecified)	9	-1.3	1	3	-2	1	0.91	1	-3
CN(Cc1ccc(F)cc1)C(=O)c1cccc(S(=O)(=O)NCc2ccccc2)c1	8	0.7	1	-2	0	-7	0.92	1.1	-8
O=c1oc(-c2ccccc2)cc(Cl)c1Cl	-13	0.0	0	-7	0	2	1.1	0.99	1
CCOc1ccc(CN2CCNC(=O)C2CC(=O)NCCC2=CCCCC2)cc1 (stereo unspecified)	-4	0.5	-2	-3	0	-1	1	0.99	1
COc1ccc(OC)c2sc(N3CCCCC3)nc12	-13	-0.1	26	-1	2	-4	1.1	1.2	-24
OC1(c2ccccc2Cl)NN=C2CCCCCN21 (stereo unspecified)	14	-1.2	-3	-3	0	-7	0.86	1.2	-16
Cc1ccc(S(=O)(=O)/N=c2\scc(C)n2C)cc1	-2	0.4	3	-2	0	3	1	1.1	-11
O=C(O)c1cscn1	-13	0.0	0	-1	-2	1	1.1	1	-2
CC(=O)N(CN1C(=O)c2ccccc2C1=O)c1ccccc1	-3	0.1	2	-4	-1	0	1	1.1	-12
CCOCC(=O)Nc1ccc(S(=O)(=O)NCC2CCCO2)cc1 (stereo unspecified)	-10	0.2	-1	-2	0	2	1.1	1.3	-28
C[C@@]12C(=O)N(c3cccc(F)c3)C(=O)N1[C@H](c1ccc(Cl)cc1)[C@@H]1C(=O)N(C3CCCCC3)C(=O)[C@@H]12	3	1.0	-2	-2	-1	-4	0.97	0.93	7
CC(Sc1n[nH]c(N)n1)C(=O)Nc1ccccc1-c1ccccc1 (stereo unspecified)	20	-1.0	0	0	-3	-8	0.8	1	-4
FC(F)(F)c1nc2nncn2c2c1CCCCC2	-1	-1.5	0	7.4*	-1	0	1	0.74	26
COc1ccc(NC(=O)c2ccc(S(=O)(=O)N3CCCCC3)cc2)c(OC)c1	4	3.5	-2	0	-2	-8	0.96	0.94	6
N#CCCn1nc(-c2ccccc2)cc1-n1c(C(F)(F)F)nc2ccccc21	2	-2.2	3	-2	1	-3	0.98	0.93	8
O=C(CSc1nnc(-c2ccccc2)o1)NC1CC1	5	-0.2	-3	0	-2	-6	0.95	0.91	9
Cc1cc(=O)oc2c3c(cc(OCC(=O)NC4CC4)c12)OC(C)(C)CC3	-3	1.1	-2	2	-4	-9	1	1	-3
COCCNS(=O)(=O)c1ccc(Cl)c(C(=O)NC2CCN(Cc3ccccc3)CC2)c1	3	-0.9	1	-2	-2	-2	0.97	1	0
O=C(CNS(=O)(=O)c1ccc(Br)s1)NCC1COc2ccccc2O1 (stereo unspecified)	-1	-0.8	-7	0	0	-7	1	0.99	0
O=C(Nc1ccc(F)cc1)NC1CCCCCCC1	-22	7.7	3	-3	-2	-2	1.2	1.3	-31
Cc1ccccc1N1CN(Cc2ccco2)CNC1=S	8	-1.4	-4	0	-2	-7	0.92	0.95	5
O=S(=O)(Nc1cc(F)ccc1F)c1cccc2nsnc12	0	0.9	1	-1	0	-7	0.99	1.1	-11
COC(=O)/C(=C\Nc1ccccc1)NC(=O)c1ccc(Cl)cc1Cl	-2	-1.4	0	2	0	4	1	0.89	11
COc1ccc(OC)c(N/C(N)=N/c2nc(C)cc(C)n2)c1	-2	1.1	-1	-2	1	-5	1	1.1	-6
O=C(NNC(=O)c1cccnc1)c1ccncc1	1	-0.8	-1	-5	-5	-7	0.99	1.2	-18
Cc1cc(C)cc(NC(=O)Nc2cc(S(=O)(=O)N(C)C)ccc2C)c1	-388	64*	1	3	1	-10	4.9*	1	-2
CCCCc1nc2ccccc2c(NC(=O)CN2CCN(C)CC2)c1CCC	2	2.4	-3	-1	-3	-8	0.98	1.1	-9
CC(C)(C)c1ccc(/C=C(\C#N)C(=O)NC2CC2)cc1	7	3.9	2	-3	1	-1	0.93	0.94	6
N#C[C@]1(S(=O)(=O)c2ccccc2)C[C@@H]2ON=C(c3cccc(Br)c3)[C@@H]2C1	8	72*	1	-9	-14	-8	0.92	0.88	12
O=C1c2ccccc2C(=O)N1c1ccc(Cc2ccncc2)cc1	-9	54*	-4	-1	0	-8	1.1	1.1	-15
CC(C)NC(=O)c1ccccc1-c1nc(-c2ccccc2Cl)no1	3	2.0	-3	-3	1	-8	0.97	1.1	-10
COc1cc(NC(=O)CCCNC(=O)c2ccc(Cl)cc2)cc(OC)c1	1	2.3	1	3	2	-9	0.99	1	-2
